Bioassay records as filed in PubChem BioAssay.
TbREL1 primary: TbREL1 inhibition, primary screen; TbREL1 RNA ligation, FRET fluorescence; 89,000 compounds, 0.49% hits; inhibition, % at 9.66 µM;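 active = inhibition above the mean inhibition across all screened compounds plus 3 SD, cut at about 11% in these data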;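 note: 0% = plate median of test wells and 100% = NSC42067 control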
Target sequence (P86926 whole entry, looked up): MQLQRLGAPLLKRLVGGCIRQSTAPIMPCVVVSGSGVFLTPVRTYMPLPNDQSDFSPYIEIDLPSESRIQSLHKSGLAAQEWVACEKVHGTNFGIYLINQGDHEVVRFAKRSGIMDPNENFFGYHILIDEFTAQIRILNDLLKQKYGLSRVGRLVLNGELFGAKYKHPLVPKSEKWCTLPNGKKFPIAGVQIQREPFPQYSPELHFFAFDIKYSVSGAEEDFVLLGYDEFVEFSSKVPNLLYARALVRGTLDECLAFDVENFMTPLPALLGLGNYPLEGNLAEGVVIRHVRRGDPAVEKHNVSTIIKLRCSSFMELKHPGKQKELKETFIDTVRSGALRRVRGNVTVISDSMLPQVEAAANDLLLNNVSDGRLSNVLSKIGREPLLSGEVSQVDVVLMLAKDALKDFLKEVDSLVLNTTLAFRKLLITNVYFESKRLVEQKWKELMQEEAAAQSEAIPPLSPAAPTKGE
Active calls of the source: *.

mol,TbREL1 primary
COC(=O)C1=NN(N=O)C2(CC(=O)N(c3cc(C)cc(C)c3)C2=O)C1 (stereo not drawn),-1
Cc1cc(-c2nn(-c3ccccc3F)cc2CN2CCN(c3ccncc3)CC2)c(C)s1,7
Cn1cnnc1SCC(=O)NNC(=O)c1ccc([N+](=O)[O-])cc1,4
CN(C)C(=O)CCc1nc2sc3c(c2c(=O)[nH]1)CCCC3,-1
CC1(C)CC(=O)C=C(Nc2ccccc2NC(=O)c2cc(F)cc(F)c2)C1,2
CC1CCN(C(=O)COC(=O)CCC(=O)c2ccc(Cl)cc2)CC1,-1
CCCC(=O)Nc1cccc(NC(=O)c2ccc([N+](=O)[O-])cc2Cl)c1,6
Cc1cccc(CCNC(=O)C2CCC(CNc3c(N4CCCC4)c(=O)c3=O)CC2)c1 (stereo not drawn),-2
Cc1ccc(C)c(OCC(=O)OCC(=O)Nc2c(C)nn(-c3ccccc3)c2C)c1,2
COc1ccc2sc(-c3ccc(N(C)C)cc3)c(C#CC(C)(C)O)c2c1,-1
COc1cc2c(cc1OC)C(c1cc([N+](=O)[O-])ccc1O)NCC2 (stereo not drawn),1
O=C(NCCc1c[nH]c2ccccc12)c1ccc2nc[nH]c2c1,-4
Cc1cccc(NC(=S)N/N=C/C(C)c2ccccc2)c1C (stereo not drawn),-2
CCCCCCn1cc(CN2CC(N3CCN(C4CCN(C)CC4)CC3)CS2(=O)=O)nn1 (stereo not drawn),5
Cc1cc(N2CCN(C(=O)OC(C)(C)C)C[C@@H]2C)ccc1N1CCS(=O)(=O)CC1,-4
CCOc1ccc(N(CC(=O)NC2CCCC2)S(=O)(=O)c2ccccc2)cc1,-1
CCN(C(=O)CN(C)Cc1c(F)cccc1Cl)c1c(N)n(Cc2ccccc2)c(=O)[nH]c1=O,2
Cc1oc(-c2ccc(F)cc2)cc1-c1nn2c(-c3ccoc3C)nnc2s1,2
CCC(NC(=O)c1cc(COc2ccc(Cl)cc2OC)on1)c1ccncc1 (stereo not drawn),-2
CCOC(=O)c1cc2c(=O)n3ccccc3nc2n(CCCOC)c1=NC(=O)C(C)(C)C,7
C[C@H]1[C@@H](NC(=O)c2ccc(Cl)c(C(F)(F)F)c2)CC[C@@]23CCCN2C(=O)CCC[C@@H]13,-4
CCOC(=O)[C@@]12CCC3=C1N(CCC3)C(=O)[C@H](CC(=O)NCCc1ccccc1OC)C2,1
CN(C(=O)C1CCCO1)c1nnc(-c2ccccn2)s1 (stereo not drawn),1
CCC(OC(=O)CCc1nc2ccccc2[nH]c1=O)C(=O)c1ccccc1 (stereo not drawn),6
C/C=C\C=C/C(=O)Nc1cccc(C2=NOC3(C2)C[C@H](C(N)=O)N(C(=O)CC)C3)c1 (stereo partly drawn),-1
COc1ccc(NC(=O)c2cnc(C)cn2)cc1-n1cnnn1,-1
CC(=O)Nc1ccc(NC(=O)Cn2cc3c(n2)CCC(C)C3)cc1 (stereo not drawn),8
CC(=O)N1CCc2cc(S(=O)(=O)NC(C(=O)Nc3ccc4c(c3)OCCO4)C(C)C)ccc21 (stereo not drawn),0
O=C(c1ccc(COc2ccccc2Cl)o1)N1CCCC1,0
COC(=O)[C@@H](C)NC(=O)C(Cc1ccc2c(c1)OCO2)NC(C)=O (stereo partly drawn),-1
CC(=O)Nc1ccc(NC(=O)CSc2nc3ccccc3o2)cc1,-1
O=C(Cc1c(O)c2ccccc2oc1=O)c1ccc(F)cc1,3
CC1C(c2ccc3c(c2)OCO3)c2cc3c(cc2OC1N1CCOCC1)OCO3 (stereo not drawn),-1
Cc1cc(NC(=O)Cn2nnc3sc4c(c3c2=O)CCCC4)no1,1
CCCCCCOC(=O)c1ccc(NC(=O)c2cc(OC)c(OC)c(OC)c2Br)cc1,-1
Cn1c(COc2ccccc2)nnc1SCC(=O)Nc1ccc(S(=O)(=O)Nc2nccs2)cc1,-3
Cc1ccc(CN2CCCCC(NC(=O)c3c(F)cccc3F)C2=O)cc1 (stereo not drawn),-3
Cn1nnnc1Sc1ncnc2scc(-c3ccc[nH]3)c12,2
COC(=O)COc1nsnc1N1CCOCC1,2
C=CCn1c(SCC(=O)Nc2sccc2C(N)=O)nc2ccc(Cl)cc2c1=O,1
CCCC1CCC2(CC1)CCC2OC(=S)NCc1cccc(OC)c1 (stereo not drawn),-5
COc1ccccc1NS(=O)(=O)c1cccc(C(=O)NCc2ccccn2)c1,2
COCCCNC(=O)c1cc(OC)c(OC)c(OC)c1,1
CCOC(=O)c1c(C)n(C)c2ccc(OC(=O)c3ccc([N+](=O)[O-])cc3)cc12,-1
O=C(Nc1cccc(S(=O)(=O)NC2=NCCC2)c1)c1ccccc1F,-2
Cc1cccn2c(=O)c(/C=C(\C#N)S(=O)(=O)c3ccc(Cl)cc3)c(N3CCC(C(N)=O)CC3)nc12,0
CC(C)=CCC/C(C)=C/C=N/NC(=O)c1ccccc1[N+](=O)[O-],-3
Cc1oc2nc(SCC(=O)Nc3ccc(S(N)(=O)=O)cc3)nc(NC(=O)c3ccccc3)c2c1C,5
O=C(N/N=C/c1ccncc1)c1cc2ccccc2cc1O,-7
COc1cc2oc3ccccc3c2cc1N(CC(=O)N(C)C)S(=O)(=O)c1ccccc1,2
Cc1ccc(NC(=O)C2CCC(=O)N2C(=O)OCc2ccccc2)cc1 (stereo not drawn),-2
COc1ccc(NS(=O)(=O)c2ccc(NC(=O)c3ccc(Br)cc3)cc2)nn1,3
O=C(Nc1ccc(N2CCN(C(=O)c3ccccc3)CC2)c(Cl)c1)c1ncn[nH]1,-5
CCOC(=O)CC1OC(=O)c2cc3c(cc21)C(=O)OC3CC(=O)OCC (stereo not drawn),0
Cc1nc(NC(=O)CCCC(=O)Nc2nc(C)c(C)s2)sc1C,-2
O=C(COC(=O)/C=C/c1ccc(OC(F)F)cc1)NC1CCCC1,6
N#C/C(=N\Nc1cccc(F)c1)C(=N)N1CCCCCC1,-5
CCCn1c(SCC(=O)NC(C)c2ccccc2)n[nH]c1=O (stereo not drawn),3
CCOc1cc(N2CCOCC2)c(OCC)cc1NC(=O)Cc1ccccc1OC,-2
COC(=O)c1ccc(Cn2ccc3ccc(-c4ccc5ccn(C(=O)c6ccccc6OC)c5c4)cc32)cc1,1

Next part.
mol,TbREL1 primary
COc1ccc2c(=O)c(N3C(=O)c4ccccc4C3=O)coc2c1,5
N#CCCN(C(=O)c1cc2c(s1)-c1ccccc1S(=O)(=O)C2)c1ccccc1,-2
COc1ccc2cc(C(c3nnnn3C3CCCCC3)N3CCCCCC3)c3nnnn3c2c1 (stereo not drawn),2
COc1ccccc1NC(=O)c1nnn(CC(=O)Nc2cccc(SC)c2)c1N,9
Cc1cc(S(=O)(=O)N2CCN(c3ncccn3)CC2)ccc1-n1cnnn1,3
O=C1C=C(NS(=O)(=O)c2ccccc2)C(=O)c2ccccc21,2
Nc1nc2ncccc2cc1C(=O)NC1CC1,0
O=C(NN1C(=O)NC2(CCCCC2)C1=O)c1ccc(Cl)s1,4
COc1ccc(S(=O)(=O)N2CCc3ccccc32)cc1C(=O)OCc1nnc(-c2ccccc2)o1,0
CCCc1nnc(NC(=O)CCC(=O)N2CCCCC2CC)s1 (stereo not drawn),-1
Cc1cc(C)nc(SCc2cc(=O)c(OC(=O)c3ccc(S(=O)(=O)N4CCCC4)cc3)co2)n1,-2
C[C@H]1C2CC(OC(=O)Nc3cccc(F)c3)C(C2)[C@H]2CCCCN21 (stereo partly drawn),4
CCOC(=O)[C@]12CCCC=C1N(Cc1ccc3c(c1)OCO3)C(=O)[C@H](CC(=O)NCc1cccc3ccccc13)C2,4
CCOC(=O)[C@]12CCC=C1N(Cc1ccccc1)C(=O)[C@H](CC(=O)NCc1cccc3ccccc13)C2,-2
Cc1cccc(C(=O)N(NC(=O)Oc2ccccc2)C(C)(C)C)c1,-1
CCOC(=O)N1C2c3ccccc3C(c3ccccc32)N1C(=O)OCC,-2
C/C=C(\C)CN1CCC(Oc2ccc(C(=O)NCc3ccccn3)cc2)CC1,0
COCCCNC(=O)c1oc2ccc(S(=O)(=O)N3CCOCC3)cc2c1C,1
COc1ccccc1N1CCN(C(=O)CSc2nnnn2C2CC2)CC1,-1
O=C(Nc1nc(-c2ccc3c(c2)OCO3)cs1)c1ccncc1,-1
CC1=C(C(N)=O)C(c2ccccc2)n2nc(-c3ccncc3)nc2N1 (stereo not drawn),-1
COc1ccc(-c2[nH]ncc2CN2CCN(C3CCCCC3)C(=O)C2)cc1F,3
Cc1ccc(S(=O)(=O)NCC2CN(S(=O)(=O)c3ccc(C)cc3)c3ccccc3C(=O)N2c2ccc(F)cc2)cc1 (stereo not drawn),-4
CCN(CC)c1ccc(/C=N/N2C(=O)c3ccccc3C2=O)c(O)c1,3
CC1CCN(C(c2nnnn2CCc2ccccc2)C(C)C)CC1 (stereo not drawn),-3
Cn1cnc(C(=O)NCc2ccccc2)c1C(=O)NCc1ccccc1,-1
CCCC(=O)Nc1sc(C)c(-c2ccc(OC)cc2)c1C#N,1
O=C(CSc1nnc(C2CC2)n1-c1ccccc1)N1CCNC1=O,1
COc1ccc(F)cc1S(=O)(=O)NCC(c1ccco1)N1CCc2ccccc2C1 (stereo not drawn),3
Cc1ccc(-c2nnc(SCC(=O)O)n2N)cc1,3

3 of the entries above in order of their number in TbREL1 primary, descending.
mol,TbREL1 primary
CCOC(=O)[C@]12CCCC=C1N(Cc1ccc3c(c1)OCO3)C(=O)[C@H](CC(=O)NCc1cccc3ccccc13)C2,4
CCN(CC)c1ccc(/C=N/N2C(=O)c3ccccc3C2=O)c(O)c1,3
CC1CCN(C(c2nnnn2CCc2ccccc2)C(C)C)CC1 (stereo not drawn),-3

Next part.
mol,TbREL1 primary
CCOC(=O)C1C(c2cccc(F)c2)NC(=S)NC1(O)C(F)(F)F (stereo not drawn),-5
Cc1cc2n(c(=O)c1C#N)CCCN2c1ccccc1,0
CCOC(=O)c1c(NC(=O)CC2SC(N)=NC2=O)sc2c1CCCC2 (stereo not drawn),-1
COc1ccc(CCNC(=O)CSc2nc(=O)n3cc(C)ccc3n2)cc1OC,0
CCOc1ccc(N(CC(=O)N2CCN(c3ccccc3)CC2)S(=O)(=O)c2c(C)noc2C)cc1,1
Cc1cc(Br)cc2c1N(C)C(=O)C2(c1ccc(O)cc1)c1ccc(O)cc1,2
Cc1cccc([C@H](NC(=O)OC(C)(C)C)C(=O)OC(C)(C)C)c1,4
CS(=O)(=O)/C(C#N)=C/c1cccn1S(=O)(=O)c1ccc([N+](=O)[O-])cc1,7
CC1(C)CC[C@]2(C(=O)O)CC[C@]3(C)C(=CC[C@@H]4[C@@]5(C)CC[C@H](O[C@@H]6O[C@H](C(=O)O)[C@@H](O)[C@H](O[C@@H]7OC[C@H](O)[C@H](O)[C@H]7O)[C@H]6O)C(C)(C)[C@@H]5CC[C@]43C)[C@@H]2C1,-1
O=C(NCC1CCOCC1)c1ccc2nc(Cc3cccc(Cl)c3)oc2c1,-2
CN(C)/N=C/c1ccc(P(c2ccc(/C=N/N(C)C)o2)c2ccc(/C=N/N(C)C)o2)o1,-6
CCc1ccc(Cn2c(=O)n(Cc3ccc(C(=O)NCCCOC)cc3)c(=O)c3ccccc32)cc1,5
COc1ccccc1NC(=O)Cn1c(O)c(N=NC(=O)c2ccccc2O)c2ccccc21,-2
CC(=O)c1ccc(Oc2cc(C)nc(-n3nc(C)cc3C)n2)cc1,4
Cc1cc(C)cc(NC(=S)Nc2ccc3cn[nH]c3c2)c1,0
COc1ccc(C(=O)Nc2nc(N)n(-c3ccccc3)n2)cc1,2
O=C(Cc1ccccn1)c1ccccc1,9
O=C1ON=C(c2ccccc2[N+](=O)[O-])/C1=C/c1cccc([N+](=O)[O-])c1O,-8
O=C(Cc1c[nH]c2ccccc12)Nc1ccc(Nc2cccnc2)c(-c2ccc(Oc3ccccc3)cc2)c1,-1
Cn1c(C(=O)N2CCN(c3ccc([N+](=O)[O-])cc3)CC2)cc2c(=O)[nH]c3ccccc3c21,1
COc1ccc(NC(=O)CSc2nnc(-c3ccoc3C)n2CC2CCCO2)cc1 (stereo not drawn),-2
Cn1c(Cc2cccs2)nnc1SCC(=O)Nc1ccc2c(c1)OCCO2,1
CSCCC(=O)N1CCN(CC(=O)N2CCCC2)CC1,-6
Fc1ccccc1CNc1ccc(Cl)c(Cl)c1,0
COC(=O)C1=C(C)N(Cc2ccccc2C(F)(F)F)C(=NCc2ccc(OC)cc2)NC1c1ccccc1 (stereo not drawn),13*
CC(=O)Nc1ccc(S(=O)(=O)NC2CC(=O)N(c3ccc(C)c(C)c3)C2)cc1 (stereo not drawn),1
COc1cc2sc3cc(NCCCN4CCOCC4)ccc3c(=O)c2cc1OC,-4
COc1ccc(CNC(=O)C2CCCN(S(=O)(=O)c3cnc[nH]3)C2)cc1 (stereo not drawn),3
O=C1c2ccccc2C(=O)C1c1ccncc1,-1
CCCC(=O)NC(c1cccc([N+](=O)[O-])c1)c1ccc2cccnc2c1O (stereo not drawn),-12
C=CCN(C(=O)Cn1ncc2c1-c1cc(C)ccc1OC2)c1ccccc1,-2

A draw from above in order of SMILES length, low to high:
mol,TbREL1 primary
O=C1c2ccccc2C(=O)C1c1ccncc1,-1
COc1ccc2c(=O)c(N3C(=O)c4ccccc4C3=O)coc2c1,5
CCN(CC)c1ccc(/C=N/N2C(=O)c3ccccc3C2=O)c(O)c1,3
CC(C)=CCC/C(C)=C/C=N/NC(=O)c1ccccc1[N+](=O)[O-],-3
O=C(Nc1ccc(N2CCN(C(=O)c3ccccc3)CC2)c(Cl)c1)c1ncn[nH]1,-5
Cc1cc(C)nc(SCc2cc(=O)c(OC(=O)c3ccc(S(=O)(=O)N4CCCC4)cc3)co2)n1,-2
CC1(C)CC[C@]2(C(=O)O)CC[C@]3(C)C(=CC[C@@H]4[C@@]5(C)CC[C@H](O[C@@H]6O[C@H](C(=O)O)[C@@H](O)[C@H](O[C@@H]7OC[C@H](O)[C@H](O)[C@H]7O)[C@H]6O)C(C)(C)[C@@H]5CC[C@]43C)[C@@H]2C1,-1

An excerpt; count on the stated rates, not on these rows.
